ERp5 block: inhibitors of ERp5-driven insulin aggregation, primary screen, biochemical, turbidity, absorbance 650 nm, single point; 90 min; inhibition, % at 9.99 µM; hit rate 0.05% among 350,000; Protein disulfide-isomerase A6 (Homo sapiens), Q15084;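 active means mean replicate inhibition above about 25%, with every replicate also reaching it, limit read from the data, passing the limit was not always enough; inconclusive means only one of those two criteria met; inactive means neither criterion met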
Casp6 inh: human caspase-6 inhibitors, primary screen, biochemical, VEID-R110 fluorescence, single point, set 2; P55212; purified caspase-6, Z-VEID-R110 cleavage fluorescence; inhibition, % at 12.5 µM; hit rate 0.53% among 350,000;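 active means mean inhibition across replicates at least about 35%, with every replicate also reaching that limit, limit read from the data; inconclusive means only one of the two criteria met; inactive means neither criterion met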;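 further: 0% = median of neutral control wells and 100% = no fluorescence left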
miR122 inh: miR-122 Renilla sensor signal increase in Huh7, primary screen, miR-122 inhibitor project, cell-based, single point, plate reader; hit rate 0.3% among 340,000; activation (reporter increase), % at 12.5 µM; Huh7 miR-122 Renilla luciferase sensor, 48 h; neutral wells = 0, positive control = 100;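 active means mean replicate activation score at least 90 and every replicate individually at or above 90; inconclusive means only one of the two criteria met; inactive means neither criterion met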;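 further: higher luciferase means less miR-122 activity so hits act as miR-122 inhibitors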
DENV2 CPE: inhibitors of DENV2 cytopathic effect, primary screen, cell-based, plate reader, single concentration. DENV2-infected cells, cytopathic effect rescue. hit rate 1.7% among 350,000. CPE inhibition, % at 9.99 µM; in the data active means CPE inhibition above about 20%, passing the limit was not always enough; inconclusive means no clear call, values can overlap the other calls; tested in BHK-21 cells;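 further: 0% = median of neutral control wells and 100% = median of positive control wells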
F508del corr: F508del CFTR correction, initial screen, CFBE line, single point; CFBE cells, YFP halide quenching; stimulated with forskolin plus potentiator P3; % fluorescence drop versus neutral controls; activity (quench increase), % at 7.58 µM; hit rate 0.36% among 350,000; AID 720511, 2013;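 active means mean added fluorescence quench of at least 8% versus neutral control, with both replicates also reaching 8%; inconclusive means only one of the mean or replicate conditions met; inactive means mean below 8% and not both replicates reaching 8%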;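 further: cells transiently co-express mutant CFTR-F508del with the halide-sensitive YFP; corrector assay measuring rescue of mutant channel to the surface after 24 h compound exposure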
SIRT5 inh: SIRT5 desuccinylase inhibitors, primary screen, biochemical, fluorescence imaging, single point, set 5 | NAD-dependent protein deacylase sirtuin-5, mitochondrial (Homo sapiens), Q9NXA8 | Purified SirT5, succinyl-peptide AMC, trypsin-coupled fluorescence | inhibition, % at 15 µM | hit rate 1.1% among 330,000 | AID 652115, 2013; in the data active means inhibition above about 15%; inconclusive means no clear call, values can overlap the other calls
ERAP1 inh: human ERAP1 aminopeptidase inhibitors, primary screen, biochemical, single point, plate reader; Endoplasmic reticulum aminopeptidase 1 (Homo sapiens), Q9NZ08; recombinant ERAP1, Leu-AMC fluorescence, 60 min; inhibition, % at 10.7 µM; hit rate 0.15% among 340,000; AID 652197, 2013;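 active means mean replicate inhibition of at least 30%, or all replicates individually reaching that 30% level; inactive means mean below 30% and not every replicate reaching it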;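 further: 0% = neutral control wells and 100% = L-leucinethiol positive control wells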
Target sequence (Q9NZ08 whole entry, looked up): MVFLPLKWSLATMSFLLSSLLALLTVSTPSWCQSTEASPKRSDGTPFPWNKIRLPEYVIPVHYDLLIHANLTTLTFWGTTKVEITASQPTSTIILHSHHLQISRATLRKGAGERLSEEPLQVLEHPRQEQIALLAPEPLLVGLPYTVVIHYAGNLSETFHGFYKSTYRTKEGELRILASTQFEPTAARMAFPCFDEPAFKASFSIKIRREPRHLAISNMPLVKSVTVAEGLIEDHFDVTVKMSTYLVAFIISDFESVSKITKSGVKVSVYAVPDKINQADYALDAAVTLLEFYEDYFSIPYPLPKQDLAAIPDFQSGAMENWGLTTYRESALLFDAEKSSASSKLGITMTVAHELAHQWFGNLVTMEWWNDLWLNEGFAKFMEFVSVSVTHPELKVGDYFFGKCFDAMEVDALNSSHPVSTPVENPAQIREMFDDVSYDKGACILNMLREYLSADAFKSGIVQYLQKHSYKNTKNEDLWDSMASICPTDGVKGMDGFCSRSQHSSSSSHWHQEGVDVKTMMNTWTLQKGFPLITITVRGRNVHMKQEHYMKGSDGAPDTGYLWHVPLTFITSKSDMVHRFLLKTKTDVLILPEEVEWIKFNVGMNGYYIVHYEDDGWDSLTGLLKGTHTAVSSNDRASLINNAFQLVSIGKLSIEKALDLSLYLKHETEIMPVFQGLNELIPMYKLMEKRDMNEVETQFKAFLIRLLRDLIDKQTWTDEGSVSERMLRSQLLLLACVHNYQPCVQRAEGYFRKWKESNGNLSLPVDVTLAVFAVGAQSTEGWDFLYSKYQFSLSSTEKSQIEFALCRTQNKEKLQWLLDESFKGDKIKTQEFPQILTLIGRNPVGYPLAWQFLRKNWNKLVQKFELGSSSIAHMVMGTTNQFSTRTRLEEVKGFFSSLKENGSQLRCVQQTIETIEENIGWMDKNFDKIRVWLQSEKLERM
Numbers without * were called inactive; ? = inconclusive; · = no result given; & = joins results of further samples; [ ] = another dose, or the depositor's remark.

SMILES	ERp5 block	Casp6 inh	miR122 inh	DENV2 CPE	F508del corr	SIRT5 inh	ERAP1 inh
Cc1ccccc1C(=O)c1cccn1CC(=O)NCc1ccccc1Cl	-1	-3	1	15	2.6	-3	1
O=c1cc2c(c(-c3ccccc3)n1Cc1ccccc1)[C@@H](CCO)NC2	2	4	-5	-1	1.1	-1	0
Cc1oc2c(CN3CCOCC3)c(O)ccc2c(=O)c1-c1ccccc1	-1	1	-2	11	-2.5	-1	5
COc1ccc(S(=O)(=O)N2CCN(Cc3cccc([N+](=O)[O-])c3)CC2)cc1	·	-6	-5	-4	-1.9	-2	-3
CCN1C(=O)/C(=C\c2ccncc2)SC1=S	-1	-2	26	-4	-2.0	-6	·
CSc1ccc(CNC(=O)c2ccc(NC(=O)C3=CSCCO3)cc2)cc1	3	5	·	5	-1.9	-1	-2
Cc1cccn2c(=O)c3cc(C(=O)N4COCC4(C)C)sc3nc12	-3	2	·	-1	-2.4	-23	-18
O=C(CSc1ccsc1[N+](=O)[O-])N1CCCCCC1	0	-2	·	-3	-1.0	0	2
Cc1ccc(C2CC(=O)Oc3cc(O)ccc32)cc1 (stereo not given)	9	·	4	13	-1.7	·	-1
O=C(Nc1cccc(S(=O)(=O)N2CCCC2)c1)C1CCCN1C(=O)c1cccs1 (stereo not given)	2	3	10	-1	2.4	-1	·
C[C@H](CO)N1C[C@H](C)[C@H](CN(C)S(=O)(=O)c2ccc(C#N)cc2)Oc2ncc(/C=C/c3ccccc3)cc2C1=O	4	1	-12[16.7 µM]	?	2.6	4	4
NC(=O)CC[C@H](NC(=O)c1ccc(Cl)cc1)C(=O)NNC(=O)COc1cccc(Br)c1	-2	0	·	2	-1.6	·	-1
CC(=O)N1CCC(C(=O)OCc2ccccc2F)(c2ccccc2)CC1	0	4	-3	14	1.5	3	1
Cc1ccc(C(=O)N/C(=C/c2ccco2)C(=O)NCCc2c[nH]c3ccccc23)cc1	0	2	·	3	·	0	8
Cc1cc(NC(=O)CCC(=O)N(CC(=O)NC2CCCC2)c2ccc(C)c(F)c2)no1	0	2	2	4	0.8	-2	-2
Cc1cc(C)cc(-n2c3ccc(NC(=O)Cc4cccc5ccccc45)cc3c(=O)n2C)c1	-3	1	11	0	3.4	-4	3
Cc1noc(C)c1NC(=O)N(C)C[C@@H]1Oc2ccc(NS(C)(=O)=O)cc2C(=O)N([C@H](C)CO)C[C@@H]1C	0	1	1[16.7 µM]	-1	-2.7	-2	-1
C[C@H]1CN([C@@H](C)CO)C(=O)c2cccc(NC(=O)c3ccc(-c4nccs4)cc3)c2O[C@@H]1CN(C)Cc1ccc(C(F)(F)F)cc1	1	2	11[16.7 µM]	2	-4.3	13	2
COc1cc(O)c2c(c1)COC2=O	-2	-6	·	7	·	0	-1
CC1=CC(C)C(COC(=O)CN2CCCCC2)C(C)C1 (stereo not given)	6	1	·	-2	1.3	·	0

Look-ups from above:
For ERp5 block, CC1=CC(C)C(COC(=O)CN2CCCCC2)C(C)C1 (stereo not given) is entered as 6
For DENV2 CPE, COc1cc(O)c2c(c1)COC2=O is entered as 7
For Casp6 inh, C[C@H]1CN([C@@H](C)CO)C(=O)c2cccc(NC(=O)c3ccc(-c4nccs4)cc3)c2O[C@@H]1CN(C)Cc1ccc(C(F)(F)F)cc1 is entered as 2
For ERp5 block, Cc1ccc(C(=O)N/C(=C/c2ccco2)C(=O)NCCc2c[nH]c3ccccc23)cc1 is entered as 0
For Casp6 inh, Cc1noc(C)c1NC(=O)N(C)C[C@@H]1Oc2ccc(NS(C)(=O)=O)cc2C(=O)N([C@H](C)CO)C[C@@H]1C is entered as 1
For ERAP1 inh, C[C@H](CO)N1C[C@H](C)[C@H](CN(C)S(=O)(=O)c2ccc(C#N)cc2)Oc2ncc(/C=C/c3ccccc3)cc2C1=O is entered as 4

Carrying on:
SMILES	ERp5 block	Casp6 inh	miR122 inh	DENV2 CPE	F508del corr	SIRT5 inh	ERAP1 inh
O=S(=O)(Nc1ccc2oc(-c3ccccc3)nc2c1)c1ccccc1	3	1	18	-1	0.1	5	0
CO[C@@H]1CC[C@H]2CCOc3ccc(C#N)cc3C(=O)N(C)CCCC(=O)N(C)C[C@@H]1O2	-3	6	·	-2	·	2	1
COc1ccc(/C=C(\NC(=O)c2ccc(OC)cc2)C(=O)Nc2cccc(C(=O)O)c2)cc1	0	0	-13	-2	-2.2	6	-19
COc1cccc(Nc2nnc(SCC(=O)N3CC(=O)Nc4ccccc43)s2)c1	-2	-2	·	1	3.3	1	1
O=S(=O)(c1ccccc1F)N1CC[C@H]2[C@H](CO)Nc3ccc(-c4ccccc4)cc3[C@H]21	1	1	28[16.7 µM]	11	1.7	9	1
CCN(CC)CCN1C(=O)c2oc3ccc(F)cc3c(=O)c2C1c1ccncc1 (stereo not given)	2	1	3	-6	0.5	-10	8
COc1ccc(NC(=O)N(C)C[C@H]2Oc3c(NC(=O)Nc4ccccc4)cccc3C(=O)N([C@@H](C)CO)C[C@@H]2C)cc1	-13	2	-1[16.7 µM]	?	2.2	8	-10
O=Cc1ccc(OCc2cccc(C(F)(F)F)c2)cc1O	0	·	-4	6	2.6	10	0
CC(=O)NC(c1ccc(F)c(F)c1)c1nc(-c2ccc(C)c(C)c2)cs1 (stereo not given)	0	-1	-9	-5	3.2	1	1
CC[C@@H](C)[C@@H]1CN([C@@H](C)CN2CCC[C@H]2CN2C(N)=NC[C@H]2CC(C)C)C(=N)N1CCCC1CCCC1	5	-28	2	-2	-5.1	-7	-5

Some of the entries so far, with two lines to a compound.
Under each structure – ERp5 block	Casp6 inh	miR122 inh	DENV2 CPE	F508del corr	SIRT5 inh	ERAP1 inh
CO[C@@H]1CC[C@H]2CCOc3ccc(C#N)cc3C(=O)N(C)CCCC(=O)N(C)C[C@@H]1O2
→ -3	6	·	-2	·	2	1
COc1ccc(/C=C(\NC(=O)c2ccc(OC)cc2)C(=O)Nc2cccc(C(=O)O)c2)cc1
→ 0	0	-13	-2	-2.2	6	-19
COc1cccc(Nc2nnc(SCC(=O)N3CC(=O)Nc4ccccc43)s2)c1
→ -2	-2	·	1	3.3	1	1

Later entries:
SMILES	ERp5 block	Casp6 inh	miR122 inh	DENV2 CPE	F508del corr	SIRT5 inh	ERAP1 inh
CN1c2ccc(-c3cccc(F)c3)cc2[C@H]2[C@H](CCN2C(=O)C2CCOCC2)[C@@H]1CO	-3	-1	10[16.7 µM]	-8	-4.1	-5	0
O=C(O)c1ccc(/C=N/NC(=O)c2ccc(NS(=O)(=O)c3cccs3)cc2)cc1	3	8	1	0	-2.0	10	-1
N/C(=N\OC(=O)c1ccc(Cl)cc1)c1ccccn1	7	0	-3	·	·	2	-3
COc1ccc(OC)c(-c2cc(C(=O)N3CCOCC3)no2)c1	2	0	·	10	-0.3	2	-3
OC(c1ccc(-c2ccccc2)cc1)c1ncc(-c2ccccc2Cl)[nH]1 (stereo not given)	3	0	0	-1	1.6	·	-1
CCN(CC(=O)Nc1ccc(NC(C)=O)cc1)C(=O)c1cc2c(s1)CCCCC2	-14	0	8	7	4.0	1	-3
Cc1nn(-c2ccccc2)c(C)c1NC(=O)COC(=O)c1cc(Cl)ccc1O	2	4	·	-10	2.2	-6	3
O=C(O)/C=C/c1ccc(-n2ccnc2)cc1	15	-5	5	1	-1.5	-17	1
COC(=O)C1CC2(C(=O)OC)CC(C(=O)OC)(CC(C(=O)OC)C2=O)C1=O (stereo not given)	3	0	-3	14	0.8	·	-2
COc1ccc(N(CC(=O)NCCC(C)C)C(=O)c2snc(C(=O)NC3CCCCC3)c2N)c(OC)c1	3	2	10	7	0.8	-3	1
COc1ccc(NC(=O)N(C)C[C@@H]2OCc3ccccc3-c3ccccc3C(=O)N([C@@H](C)CO)C[C@@H]2C)cc1	-4	-3	·	?	-1.4	2	-2
Cc1ccc(-c2cc(C(=O)NCCc3ccccn3)c3ccccc3n2)c(C)c1	-3	1	·	6	·	-7	-5
COc1cc(-c2cnc3c(NC=O)cc(-c4ccsc4)cn23)cc(OC)c1OC	-3	1	35	7	-2.8	1	3
Cc1noc(C)c1NC(=O)Nc1ccc2c(c1)C(=O)N([C@@H](C)CO)C[C@@H](C)[C@@H](CN(C)Cc1ccccc1)OCCCC[C@@H](C)O2	5	-4	14[16.7 µM]	89*	-0.8	7	5
COC(=O)[C@@H]1[C@@H](CO)[C@@H]2Cn3c(ccc(-c4cncnc4)c3=O)[C@@H]2N1C(=O)C1CCC1	6	-1	2[16.7 µM]	-1	-7.5	-18	2
COc1ccc(Cl)cc1C(=O)Nc1ccccc1N1CCCCC1	2	-2	4	-1	1.1	-4	-1
CSc1nc2nc3c(cc2c(=O)n1-c1ccc(C)cc1)COC(C)(C)C3	-2	0	-9	-2	4.0	5	4
CCOC(=O)C1=C(COC(=O)/C=C/c2ccccc2)NC(=O)NC1C (stereo not given)	1	2	0	18	0.6	-8	-1
C=CCN1C(=O)CS/C1=N\N=C\c1cccc([N+](=O)[O-])c1	-7	0	4	-1	-1.6	-2	2
COc1cc(N=Nc2ccc3ccccc3c2)ccc1O	-2	-4	·	?	-1.5	-3	0

Overlap with the part before: 4 entries, then new ones.
SMILES	ERp5 block	Casp6 inh	miR122 inh	DENV2 CPE	F508del corr	SIRT5 inh	ERAP1 inh
CSc1nc2nc3c(cc2c(=O)n1-c1ccc(C)cc1)COC(C)(C)C3	-2	0	-9	-2	4.0	5	4
CCOC(=O)C1=C(COC(=O)/C=C/c2ccccc2)NC(=O)NC1C (stereo not given)	1	2	0	18	0.6	-8	-1
C=CCN1C(=O)CS/C1=N\N=C\c1cccc([N+](=O)[O-])c1	-7	0	4	-1	-1.6	-2	2
COc1cc(N=Nc2ccc3ccccc3c2)ccc1O	-2	-4	·	?	-1.5	-3	0
CCCN(C)C[C@@H]1Oc2cc(C#C[C@H](C)O)ccc2S(=O)(=O)N([C@@H](C)CO)C[C@@H]1C	-1	1	-5[16.7 µM]	-5	-0.1	-2	-3
COc1ccc(S(=O)(=O)N(C)C[C@H]2Oc3ccc(NC(=O)Nc4c(C)noc4C)cc3C(=O)N([C@H](C)CO)C[C@@H]2C)cc1	-6&-5	-1&-2	2[16.7 µM]	-10&-5	0.6&2.8	-11&3	-5&6
C[C@H]1CN([C@@H](C)CO)C(=O)c2cc(-c3ccccc3F)cnc2O[C@@H]1CN(C)Cc1ccccc1	9	1	4[16.7 µM]	?	-1.8	-1	0
Cc1ccc2nc3[nH]c(=O)[nH]c(=O)c3c(N)c2c1	1	-1	-8	1	3.4	·	-3
O=C(N[C@H]1CC[C@@H](CCn2cc(Cc3ccccc3)nn2)O[C@H]1CO)c1ccccn1	-1	0	·	5	0.2	-3	3
CCN(CC)CCNC(=O)COc1ccc(Cl)cc1Cl	-9	-58	3	-5	3.4	-4	2
N#Cc1nc(-c2ccc(F)cc2)oc1NCc1cccc2c1OCO2	0	1	-2	-2	-5.6	0	2
COc1ccc(S(=O)(=O)NCC2CCCN(C(=O)c3sccc3C)C2)cc1 (stereo not given)	6	-1	·	3	-2.1	-1	3

Assay outcomes: PubChem, Broad Institute
